MLL CXXC-DNA inh = MLL CXXC-DNA interaction inhibition; Q03164; MLL-CXXC / FITC-HOXA9 DNA fluorescence polarization; Potency, µM (top dose mostly 115 µM), inactives show at the highest dose activity change, negative = inhibition, most hits filed as inhibitors; actives 0.037% (n = 290,000); AID 2662; active = well fitted inhibition curve with a large enough effect in the polarisation, with a control signal flat, not every such curve was filed as active; inconclusive = small, poorly fitted or top-dose-only effect, or effect the other way, or a change in a side signal; inactive = no such curve, though single readings can be large or run the other way; the % refers to the polarisation; note: potency is the fitted concentration of half-maximal effect
Target sequence (Q03164 whole entry, looked up): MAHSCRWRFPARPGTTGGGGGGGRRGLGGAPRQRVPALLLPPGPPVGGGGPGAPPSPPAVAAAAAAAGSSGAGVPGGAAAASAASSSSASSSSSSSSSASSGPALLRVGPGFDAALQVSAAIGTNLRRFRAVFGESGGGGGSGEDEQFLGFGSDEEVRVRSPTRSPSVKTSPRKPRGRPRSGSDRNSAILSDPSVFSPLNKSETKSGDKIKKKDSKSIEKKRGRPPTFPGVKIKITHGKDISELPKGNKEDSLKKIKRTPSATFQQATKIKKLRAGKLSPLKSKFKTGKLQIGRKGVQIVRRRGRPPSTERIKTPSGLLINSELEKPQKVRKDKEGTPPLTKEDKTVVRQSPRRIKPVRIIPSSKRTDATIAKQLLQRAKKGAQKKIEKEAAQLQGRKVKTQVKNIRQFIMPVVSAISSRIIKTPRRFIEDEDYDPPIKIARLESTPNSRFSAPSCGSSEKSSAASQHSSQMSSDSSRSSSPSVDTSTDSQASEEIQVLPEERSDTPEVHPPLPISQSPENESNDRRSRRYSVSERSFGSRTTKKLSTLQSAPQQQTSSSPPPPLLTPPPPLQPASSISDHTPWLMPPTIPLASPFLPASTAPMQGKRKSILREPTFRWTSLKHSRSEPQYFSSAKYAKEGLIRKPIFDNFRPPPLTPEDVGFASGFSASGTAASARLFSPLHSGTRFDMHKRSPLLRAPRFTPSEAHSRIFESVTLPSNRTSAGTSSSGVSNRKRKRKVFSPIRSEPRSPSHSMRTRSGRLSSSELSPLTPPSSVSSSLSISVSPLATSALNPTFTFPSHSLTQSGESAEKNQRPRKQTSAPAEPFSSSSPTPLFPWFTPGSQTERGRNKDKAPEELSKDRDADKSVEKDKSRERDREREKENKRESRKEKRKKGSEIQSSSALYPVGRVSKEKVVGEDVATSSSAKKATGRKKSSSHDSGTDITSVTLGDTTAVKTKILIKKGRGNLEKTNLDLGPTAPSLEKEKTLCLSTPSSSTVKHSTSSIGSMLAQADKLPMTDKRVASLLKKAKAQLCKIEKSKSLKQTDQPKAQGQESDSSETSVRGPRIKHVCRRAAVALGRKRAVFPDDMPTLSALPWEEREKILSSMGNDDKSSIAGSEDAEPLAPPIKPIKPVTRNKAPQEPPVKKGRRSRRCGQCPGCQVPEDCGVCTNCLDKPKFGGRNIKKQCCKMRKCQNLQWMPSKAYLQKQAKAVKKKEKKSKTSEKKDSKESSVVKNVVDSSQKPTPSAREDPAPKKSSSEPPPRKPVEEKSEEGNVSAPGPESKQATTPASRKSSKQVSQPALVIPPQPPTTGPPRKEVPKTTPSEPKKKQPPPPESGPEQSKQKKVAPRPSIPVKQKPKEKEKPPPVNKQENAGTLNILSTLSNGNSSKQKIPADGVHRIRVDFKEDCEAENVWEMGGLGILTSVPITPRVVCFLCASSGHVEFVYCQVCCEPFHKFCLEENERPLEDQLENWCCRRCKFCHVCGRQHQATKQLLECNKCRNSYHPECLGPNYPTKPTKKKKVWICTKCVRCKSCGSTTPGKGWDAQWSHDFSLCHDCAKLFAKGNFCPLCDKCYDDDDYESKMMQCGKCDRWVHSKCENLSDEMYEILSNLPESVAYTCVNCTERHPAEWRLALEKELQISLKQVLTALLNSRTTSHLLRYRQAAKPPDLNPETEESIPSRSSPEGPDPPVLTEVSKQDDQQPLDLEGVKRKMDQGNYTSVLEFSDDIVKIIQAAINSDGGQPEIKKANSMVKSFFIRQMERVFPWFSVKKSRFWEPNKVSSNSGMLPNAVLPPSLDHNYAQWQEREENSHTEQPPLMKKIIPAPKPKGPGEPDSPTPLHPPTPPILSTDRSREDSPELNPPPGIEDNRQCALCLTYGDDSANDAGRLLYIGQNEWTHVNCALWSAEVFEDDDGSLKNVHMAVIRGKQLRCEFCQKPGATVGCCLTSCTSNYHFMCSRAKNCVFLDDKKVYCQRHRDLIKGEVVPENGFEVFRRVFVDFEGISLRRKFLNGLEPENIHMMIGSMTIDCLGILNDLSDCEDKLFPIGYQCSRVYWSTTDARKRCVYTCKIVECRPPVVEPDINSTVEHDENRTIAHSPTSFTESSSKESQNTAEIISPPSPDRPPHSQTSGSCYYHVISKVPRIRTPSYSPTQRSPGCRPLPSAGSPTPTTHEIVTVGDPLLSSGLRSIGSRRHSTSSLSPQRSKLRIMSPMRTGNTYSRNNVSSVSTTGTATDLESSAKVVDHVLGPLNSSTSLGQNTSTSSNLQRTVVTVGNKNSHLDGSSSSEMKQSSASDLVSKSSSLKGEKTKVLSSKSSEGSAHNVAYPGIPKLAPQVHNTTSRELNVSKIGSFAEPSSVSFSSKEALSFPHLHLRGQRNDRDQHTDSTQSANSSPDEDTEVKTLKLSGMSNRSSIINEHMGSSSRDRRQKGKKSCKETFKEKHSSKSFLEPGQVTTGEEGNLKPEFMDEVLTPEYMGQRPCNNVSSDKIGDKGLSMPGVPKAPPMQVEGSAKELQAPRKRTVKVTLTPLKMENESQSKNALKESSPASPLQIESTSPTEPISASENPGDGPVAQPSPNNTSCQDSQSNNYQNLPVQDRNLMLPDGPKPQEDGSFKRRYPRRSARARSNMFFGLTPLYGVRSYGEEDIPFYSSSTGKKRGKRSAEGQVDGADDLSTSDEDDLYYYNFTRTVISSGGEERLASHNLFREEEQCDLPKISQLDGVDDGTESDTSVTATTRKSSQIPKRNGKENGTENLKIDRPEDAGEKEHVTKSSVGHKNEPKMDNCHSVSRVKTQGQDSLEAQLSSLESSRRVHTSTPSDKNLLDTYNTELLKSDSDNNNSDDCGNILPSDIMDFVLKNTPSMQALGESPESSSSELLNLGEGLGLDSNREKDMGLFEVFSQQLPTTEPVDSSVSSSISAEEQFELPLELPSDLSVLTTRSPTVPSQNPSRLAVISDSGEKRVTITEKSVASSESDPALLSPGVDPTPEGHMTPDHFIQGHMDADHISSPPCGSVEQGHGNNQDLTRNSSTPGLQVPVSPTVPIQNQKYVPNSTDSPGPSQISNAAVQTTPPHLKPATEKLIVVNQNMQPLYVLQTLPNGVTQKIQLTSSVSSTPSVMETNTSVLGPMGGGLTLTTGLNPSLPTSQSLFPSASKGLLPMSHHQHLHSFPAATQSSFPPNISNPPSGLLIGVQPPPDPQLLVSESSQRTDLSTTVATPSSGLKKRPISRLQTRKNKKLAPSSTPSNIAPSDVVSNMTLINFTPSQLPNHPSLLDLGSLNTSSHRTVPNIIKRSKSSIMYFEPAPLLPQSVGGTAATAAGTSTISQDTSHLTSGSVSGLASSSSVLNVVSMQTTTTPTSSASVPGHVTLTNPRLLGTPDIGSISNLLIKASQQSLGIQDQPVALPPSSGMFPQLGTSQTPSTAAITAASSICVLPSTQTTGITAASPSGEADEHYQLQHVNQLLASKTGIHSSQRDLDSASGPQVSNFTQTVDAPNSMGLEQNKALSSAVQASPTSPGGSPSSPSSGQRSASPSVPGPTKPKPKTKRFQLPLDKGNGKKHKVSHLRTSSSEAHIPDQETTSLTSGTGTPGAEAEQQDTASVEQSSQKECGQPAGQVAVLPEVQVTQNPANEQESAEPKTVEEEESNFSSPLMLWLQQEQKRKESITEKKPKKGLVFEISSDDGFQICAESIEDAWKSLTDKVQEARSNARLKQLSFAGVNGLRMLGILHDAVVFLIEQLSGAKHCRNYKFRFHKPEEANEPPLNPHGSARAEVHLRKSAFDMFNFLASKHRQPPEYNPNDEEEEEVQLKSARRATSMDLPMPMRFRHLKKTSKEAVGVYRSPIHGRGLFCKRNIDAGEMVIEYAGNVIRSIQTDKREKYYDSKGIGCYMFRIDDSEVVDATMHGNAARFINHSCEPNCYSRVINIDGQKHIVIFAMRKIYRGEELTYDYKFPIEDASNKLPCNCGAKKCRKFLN
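Steps: dispense CXXC domain solution (7 uM) → pin compounds or unlabeled HOX-A9 DNA control → 5 min ambient → add FLSN-HOX-A9 solution (50 nM) → spin → 30 min ambient → fluorescence polarization. Tris pH 7.5/NaCl/DTT/BSA buffer.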
KCNH2 WT inh = blocks the wildtype human KCNH2 potassium channel. Q12809. U2OS, BacMam KCNH2, thallium flux FluxOr; active compounds read low. activity change, % at 1.84 µM. actives 0.37% (n = 340,000). AID 720551;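 active = maximum activity change below -70%; inconclusive = maximum activity change between -70% and -50%; inactive = maximum activity change above -50%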; note: % is set by controls: 0 for no effect and ±100 for the full control effect
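U2OS cells transduced with wild-type KCNH2 virus are loaded with FluxOr dye for 45 min, and thallium flux is measured in kinetic reads before and after stimulation buffer. Rate constants are normalized to DMSO controls.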
Giardia killer = Giardia lamblia killing. actives 0.15% (n = 340,000). activity change, % at 7.66 µM, hits read low. Giardia lamblia trophozoite viability; in the data active = activity change below about -80%; inconclusive = between about -30% and that limit;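 note: parasites exposed to compound for two days anaerobically before the ATP read; % is set by controls: 0 for no effect and ±100 for the full control effect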
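Giardia trophozoites, 100 cells per well, were exposed to compounds for 48 hrs at 37 deg C under anaerobic conditions; viability was then read as ATP content by bioluminescence after 15-30 min at room temperature.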
KCNH2 3.1 inh = blocks the human KCNH2 3.1 channel isoform | U2OS KCNH2 3.1, thallium flux FluxOr; active compounds read low | activity change, % (tested at about 1.8 µM) | actives 0.95% (n = 340,000);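 active = maximum activity change below -70%; inconclusive = maximum activity change from -70% to -50%; inactive = maximum activity change above -50%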;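 note: thallium influx rate constant from kinetic fluorescence after stimulation buffer; % is set by controls: 0 for no effect and ±100 for the full control effect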
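Steps: virus added to U2OS suspension (4 h, RT, dark); medium with 10% FBS added, cells plated, 37 C overnight; FluxOr/Red40 loading buffer 45 min RT; stimulation buffer, 2 min kinetic read; rate constant normalized.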
FBPA coupling cs = coupling enzyme interference in Giardia aldolase counter-screen; AID 2472; actives 0.67% (n = 290,000); activity change, negative = inhibition, % at 58.2 µM, hits read low; coupling enzyme system counterscreen, AmpLite Red fluorescence; in the data active = activity change below about -30%; note: % is set by controls: 0 for no effect and ±100 for the full control effect
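First, compound is pin-transferred into glyceraldehyde-3-phosphate coupling-enzyme reagent at 57.5 uM final and held 10 min at RT. Next, substrate, coupling system and AmpLite Red are added. After 20 min RT, fluorescence (525/598 nm) is read.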
GALK inhibitor = inhibitors of human galactokinase | AID 1868 | actives 0.007% (n = 270,000) | Potency, µM (doses to about 57.5 µM), for the others: at the highest dose activity change, negative = inhibition, usual class: inhibitors | Purified GALK, Kinase-Glo residual ATP luminescence | P51570; note: potency is the fitted concentration of half-maximal effect; % is set by controls: 0 for no effect and ±100 for the full control effect
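Kinase-Glo Plus luminescence measured ATP left after a 1 h room-temperature reaction. The reaction used 5 nM GALK, 100 uM galactose and 35 uM ATP at pH 8.0 (20 mM HEPES, 5 mM MgCl2, 60 mM NaCl, 1 mM DTT, 0.01% BSA).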
PKM2 activator = activators of human pyruvate kinase M2. purified PKM2, Kinase-Glo ATP luminescence, activation; response scale: 0% is enzyme alone, no compound. Potency, µM (doses to about 57.5 µM), for the others: at the top dose activation, most hits filed as activators. actives 0.34% (n = 260,000). AID 1631; note: potency is the fitted concentration of half-maximal effect; % is set by controls: 0 for no effect and ±100 for the full control effect; nearly all actives have a fitted effect of over 55% in size
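Purified hPK-M2 (>95%) run at intermediate activity with 0.1 mM ADP and 0.5 mM PEP in 50 mM imidazole pH 7.2, KCl, MgCl2; 1 h room temperature. ATP formed read by Kinase-Glo luminescence; normalized to uninhibited and no-enzyme controls.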
B2AR arrestin = beta2AR (human) beta-arrestin recruitment activity; P07550; beta-arrestin recruitment to beta2AR, cell-based reporter; Potency, µM (top dose mostly 46.1 µM), without a hit: at the highest dose activation, actives largely listed as activators; actives 0.02% (n = 330,000); AID 492947;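 note: potency is the fitted concentration of half-maximal effect; 0% = DMSO controls and full agonism = EC100 isoproterenol or metaproterenol; nearly all actives have a fitted effect of over 65% in size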
TRPV1 ag = human TRPV1 agonism | Q8NER1 | TRPV1-expressing cells, Fluo-8 calcium influx, agonist mode | activation, % at 8.33 µM | actives 0.19% (n = 320,000) | AID 540275; in the data active = activation above about 80%; inconclusive = between about 30% and that limit; note: 0% is about no effect
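Cells expressing TRPV1 were dye-loaded with Fluo-8 and read kinetically: 10 s baseline, 3 min after compound (agonist portion), then 2 min after EC20 capsaicin (allosteric enhancer portion). Calcium-bound dye fluorescence at 480/520 nm.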
USP2a block = inhibitors of human ubiquitin-specific protease USP2a; O75604; USP2 core, Ub-CHOP2 coupled fluorogenic reporter, 485/531; Potency, µM (highest dose often 38.3 µM), for the others: at the top dose activity change, negative = inhibition, most hits filed as inhibitors; actives 0.01% (n = 330,000); AID 463254;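 note: potency is the fitted concentration of half-maximal effect; plate controls were DMSO wells for no effect and full inhibition by NEM control for full effect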
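Deubiquitinase activity read as fluorescence (485/531 nm) after Ub-CHOP2 cleavage activates the enterokinase reporter on its substrate; USP2 core 10nM, Ub-CHOP2 and substrate 25nM each, 30min compound preincubation then 60min RT; data normalized to NEM, curves fitted.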
Menin-MLL TR inh = displaces Texas Red mutant MLL peptide from human menin; O00255; Menin + Texas Red MLL mutant peptide, fluorescence polarization; Potency, µM (titrated, usually from 61.6 µM), for the others: at the highest dose FP activity change, negative = inhibition, most hits filed as inhibitors; actives 0.23% (n = 270,000); active = well fitted inhibition curve with a large enough effect in the polarisation, with a control signal flat, not every such curve was filed as active; inconclusive = small, poorly fitted or top-dose-only effect, or effect the other way, or a change in a side signal; inactive = no such curve, though single readings can be large or run the other way; the % refers to the polarisation; note: potency is the fitted concentration of half-maximal effect; % of control where 0% means no effect; many of its hits are not listed in these tables
The depositor's hits bear a star; ? = inconclusive; . = no result given; [ ] = another dose, or the depositor's remark. Unless noted, calls come from the whole dose curve; as a rule, active = well fitted curve in the direction sought with a large enough effect; inconclusive = small, poorly fitted or top-dose-only effect, or another doubt; inactive = no such curve, though single readings can be large; an effect the other way counts as inactive or inconclusive.

SMILES | MLL CXXC-DNA inh | KCNH2 WT inh | Giardia killer | KCNH2 3.1 inh | FBPA coupling cs | GALK inhibitor | PKM2 activator | B2AR arrestin | TRPV1 ag | USP2a block | Menin-MLL TR inh
CCOc1ccccc1C(=O)OC(C)C(=O)Nc1ccc(S(=O)(=O)N2CCCC2)cc1 (stereo not given) | . | -4 | -16 | -4 | . | . | . | 0.1% | -1 | 0% | .
O=C(c1ccncc1)N1N=C2CCCCCC2C1(O)C(F)(F)F (stereo not given) | -7% | -14 | 14 | 8 | 3 | 1% | -2% | 0.0% | 1 | 1% | -22%
COc1ccc(Cl)cc1NC(=O)CN(C)CC(=O)Nc1ccccc1-c1ccccc1 | -4% | 0 | -1 | 7 | 0 | 4% | -10% | -0.3% | 5 | -5% | -3%
O=C(Oc1cccc2c(O)cccc12)c1ccccc1 | 53%[activator] | 3 | 3 | . | -2 | -3% | 1% | 0.0% | 0 | -1% | ?
CN(C)c1cccc(C(=O)NCc2ccccc2Cl)c1 | 10% | 3 | 11 | 1 | 0 | 13% | 16% | -0.1% | ? | -6% | -15%
CC1CCCCC1NC(=O)C1CCN(S(=O)(=O)c2cccc3nsnc23)CC1 (stereo not given) | 17% | -21 | -12 | -16 | 3 | -2% | -5% | 0.1% | 1 | 1% | .
O=C(/C=C/c1ccc(OCCCF)cc1)NCc1ccc(Cl)cc1 | 6% | -12 | -12 | . | 0 | -3% | -1% | -0.9% | -1 | -1% | ?
O=C(NC(=S)NC1CCCc2ccccc21)c1ccco1 (stereo not given) | -1% | -3 | 3 | 11 | -1 | 13% | 0% | 8.0% | ? | -10% | 28%
COc1ccc(N2CCN(S(=O)(=O)CCNC(=O)CCCc3ccccc3)CC2)cc1 | . | -1 | 20 | 0 | . | . | . | -1.0% | -1 | 1% | .
COc1ccc(C2CC(c3ccccc3)=NN2C(=O)COC(=O)COc2ccccc2)cc1 (stereo not given) | ? | 8 | 8 | -30 | -1 | -2% | 0% | -0.2% | 4 | 4% | 5%
Cc1cnc2cc([N+](=O)[O-])ccc2n1 | 6% | 1 | -20 | 12 | 1 | 1% | -11% | -0.5% | -1 | 3% | 1%
COc1ccc(C(=O)/C=C/c2cn(CC(O)CN3CCN(C)CC3)c3ccccc23)cc1OC (stereo not given) | 79%[activator] | 2 | 3 | -12 | 1 | 1% | 8% | -1.5% | 2 | 26% | .
CC(C)CC(NC(N)=O)C(=O)OCC(=O)Nc1ccc(OC(F)F)cc1 (stereo not given) | -3% | -9 | -28 | -1 | 0 | 1% | 2% | 0.2% | 1 | 9% | 0%
Cc1ccc(S(=O)(=O)/N=C/c2ccc(N(C)C)cc2)cc1 | 10% | 6 | 13 | -10 | 2 | 0% | 3% | -0.5% | 0 | 1% | -11%
COc1ccc(-c2cc(=O)oc3cc(OC(C)C(=O)NCc4ccccn4)ccc23)cc1 (stereo not given) | 2% | -12 | 12 | 6 | 1 | . | 0% | 0.2% | 0 | 3% | 0%
CCN(CC)c1ccc(C(=O)NNC(=O)CN2C(=O)NC(C)(c3ccccc3)C2=O)cc1 (stereo not given) | . | 14 | -4 | 18 | . | . | . | 0.0% | -2 | 1% | .
Cc1ccc2nc(SCc3nnc(-c4ccccc4)o3)[nH]c2c1 | 1% | -20 | 0 | -4 | -16 | -3% | 4% | -0.2% | 8 | 3% | -13%
O=C(c1ccccc1)C1CN(c2ccccc2)CC1c1ccc(Cl)cc1 (stereo not given) | -2% | 6 | -20 | -2 | -1 | -3% | 2% | 0.2% | -1 | 6% | 2%
O=C(CCC(=O)N1CCN(c2ccc(F)cc2)CC1)c1ccc(Cl)cc1 | 20% | -14 | -7 | 2 | . | 7% | . | 0.0% | 24 | -5% | .
O=C1Nc2ccccc2S/C1=C/NCc1ccccc1Cl | -10% | 8 | 32[activator] | 3 | 2 | 0% | . | 0.4% | 6 | -4% | 0%
Cc1ccccc1N1CCN(S(=O)(=O)Cc2ccccc2)CC1 | 17% | 0 | 5 | 13 | 14 | 0% | -5% | 0.5% | 25 | -11% | -1%
Cc1ccc(/C(N)=N/OC(=O)Cc2ccccc2)cc1 | 5% | -14 | 12 | 1 | 0 | 2% | -8% | -0.6% | 11 | 3% | 6%
COc1ccc(Cc2nnc(SCC(=O)Nc3ccc(N4CCOCC4)cc3)n2C)cc1 | 4% | 4 | -21 | 18 | -1 | 6% | . | -0.8% | -2 | 0% | -7%
COc1ccc(OCC(=O)NC2CCCCCCC2)cc1 | -1% | 5 | 2 | -8 | -2 | -2% | -3% | 0.3% | ? | 0% | 0%
Cc1nc(NC(=O)CSc2nc3cccnc3n2Cc2ccccc2)sc1C | 7% | 3 | 1 | ? | 1 | 0% | 5% | -0.2% | -3 | 0% | 17%

Retrieved one by one from the list above, 5 records:
SMILES | MLL CXXC-DNA inh | KCNH2 WT inh | Giardia killer | KCNH2 3.1 inh | FBPA coupling cs | GALK inhibitor | PKM2 activator | B2AR arrestin | TRPV1 ag | USP2a block | Menin-MLL TR inh
COc1ccc(Cl)cc1NC(=O)CN(C)CC(=O)Nc1ccccc1-c1ccccc1 | -4% | 0 | -1 | 7 | 0 | 4% | -10% | -0.3% | 5 | -5% | -3%
O=C(NC(=S)NC1CCCc2ccccc21)c1ccco1 (stereo not given) | -1% | -3 | 3 | 11 | -1 | 13% | 0% | 8.0% | ? | -10% | 28%
CC1CCCCC1NC(=O)C1CCN(S(=O)(=O)c2cccc3nsnc23)CC1 (stereo not given) | 17% | -21 | -12 | -16 | 3 | -2% | -5% | 0.1% | 1 | 1% | .
O=C(Oc1cccc2c(O)cccc12)c1ccccc1 | 53%[activator] | 3 | 3 | . | -2 | -3% | 1% | 0.0% | 0 | -1% | ?
COc1ccc(Cc2nnc(SCC(=O)Nc3ccc(N4CCOCC4)cc3)n2C)cc1 | 4% | 4 | -21 | 18 | -1 | 6% | . | -0.8% | -2 | 0% | -7%

(continued)
SMILES | MLL CXXC-DNA inh | KCNH2 WT inh | Giardia killer | KCNH2 3.1 inh | FBPA coupling cs | GALK inhibitor | PKM2 activator | B2AR arrestin | TRPV1 ag | USP2a block | Menin-MLL TR inh
Cc1nn(-c2ccccc2)c(C)c1NC(=O)CCl | 5% | 0 | 4 | -2 | -2 | 0% | 2% | 7.7% | -6 | 2% | 1%
CCOc1ccc(CCNC(=O)C2CC(=O)N(Cc3ccc(OC)cc3)C2)cc1OCC (stereo not given) | 1% | 4 | -7 | -12 | 1 | -3% | . | 0.1% | 2 | 2% | -2%
COC(=O)c1c(NC(=O)COC(=O)c2ccc(NC(=O)CC#N)cc2)sc2c1CCCCC2 | -12% | 1 | -11 | 19 | -4 | 1% | -4% | -0.2% | -1 | -3% | 0%
Cc1ccc(NC(=O)COC(=O)Cn2cnc3ccccc32)cc1S(=O)(=O)N(C)C | 4% | 2 | 16 | -5 | 1 | 1% | 1% | 3.7% | 1 | 1% | 0%
O=C(Nc1nc(-c2ccc(Cl)s2)cs1)c1ccncc1 | -5% | -24 | 3 | 1 | 6 | 0% | 6% | 0.1% | 1 | -1% | -2%
COc1ccc(CCNS(=O)(=O)c2ccc3c(c2)CCN3C(=O)C2CC2)cc1OC | 21% | 5 | -5 | 2 | 1 | 1% | 3% | 0.1% | 6 | 0% | -21%
Cc1ccccc1NC(=O)CSc1nnc(-c2ccoc2C)n1CCc1ccccc1 | 6% | 2 | 1 | 5 | 2 | -1% | 10% | 3.9% | ? | -5% | 0%
NS(=O)(=O)c1ccc(CCNC(=O)COC(=O)CCN2C(=O)C3CC=CCC3C2=O)cc1 (stereo not given) | . | -5 | -8 | -4 | . | . | . | 0.1% | -4 | -1% | .
CC(C)(C)n1nnnc1C(c1cccnc1)N1CCN(c2ccccc2)CC1 (stereo not given) | -3% | -8 | 19 | 4 | 1 | -2% | 3% | 0.0% | 3 | 3% | -13%
O=C(CCN1C(=O)C2CCCCC2C1=O)N1CCN(S(=O)(=O)c2ccccc2)CC1 (stereo not given) | . | -7 | 3 | 3 | . | . | . | 0.0% | 0 | 0% | .
O=C(C1COc2ccccc2O1)N1CCN(Cc2ccccc2)CC1 (stereo not given) | -9% | -7 | -15 | 12 | 6 | 0% | 1% | -0.8% | 14 | 2% | -12%
CCc1ccc(NC2CC(=O)N(CCc3ccc(OC)c(OC)c3)C2=O)cc1 (stereo not given) | 18% | -1 | -2 | 4 | -1 | 2% | 8% | 0.0% | 28 | 1% | -7%

Only part of the results is shown; rates above refer to the full screens.
